Assay outcomes deposited in PubChem by several laboratories.
dFosB activator: activators of delta FosB homodimer, primary screen, biochemical, fluorescence polarization, TAMRA-CDK5 oligo, single point. purified delta FosB; percent of positive-control signal above neutral wells. activation, % at 25 µM. hit rate 0.99% among 340,000. AID 493131, 2011;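 active = mean activation above about 17%, with every replicate also reaching it, limit read from the data, passing the limit was not always enough; inconclusive = only one of the two conditions met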;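 also: fluorescence polarization rise as delta FosB binds a TAMRA Cdk5 AP-1 oligo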
Target sequence (P13346 whole entry, looked up): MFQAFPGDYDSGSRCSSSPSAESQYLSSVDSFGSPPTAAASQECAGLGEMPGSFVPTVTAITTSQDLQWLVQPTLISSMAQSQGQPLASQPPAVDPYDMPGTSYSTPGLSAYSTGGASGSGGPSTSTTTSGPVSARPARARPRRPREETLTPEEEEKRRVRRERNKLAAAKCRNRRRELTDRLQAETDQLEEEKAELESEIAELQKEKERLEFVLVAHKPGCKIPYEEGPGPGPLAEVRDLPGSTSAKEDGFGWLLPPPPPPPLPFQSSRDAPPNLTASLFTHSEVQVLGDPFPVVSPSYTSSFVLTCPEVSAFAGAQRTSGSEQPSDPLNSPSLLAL
PKA-R2B activ: activators of PKA-R2B holoenzyme, primary screen, biochemical, fluorescence polarization, Cy5-IP20, human. PKA-R2B holoenzyme dissociation; R2B truncated from residue 108, S112A mutant; 0% DMSO only, 100% 113 µM cGMP. AID 504700, 2011. cAMP-dependent protein kinase catalytic subunit beta (Homo sapiens) + cAMP-dependent …. hit rate 0.079% among 340,000. activation, % at 11.4 µM;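 active = activation above a cutoff set at the mean over all compounds plus 3 SD, cut at about 18% in these data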;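 also: higher means more holoenzyme dissociation and a rise in polarization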
Mot1-301 SUMO: yeast Mot1-301 growth rescue at high temperature, primary screen, SUMOylation pathway inhibitor project, S. cerevisiae, ATP luminescence, 38.5C. S. cerevisiae Mot1-301 growth rescue; percent above DMSO median, 100 means doubled. growth rescue, % at 18.8 µM. hit rate 1% among 320,000. AID 2716, 2010;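 active = every valid replicate shows activation above 250% relative to neutral control wells; inactive = the rest, any valid replicate at or below 250%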;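 also: OY570 slx delta 5 strain wells were the positive control but not used for scaling; some compounds called inactive have numbers as strong as hits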
MITF TRPM1 HTS: activators of MITF-driven TRPM1 promoter reporter, primary screen, cell-based, SK-MEL-5, luciferase, single point. SK-MEL-5 TRPM1-promoter luciferase, 24 h; % of positive control, neutral wells = 0. activation, % at 12.5 µM. hit rate 0.75% among 300,000;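 active = mean activation of at least 80% with every replicate also reaching 80%; inconclusive = mean reaches 80% but some replicate falls short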;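 also: 0% = neutral control wells and 100% = parthenolide positive control wells; values of inactives mirror those of a sister screen read the other way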
Pemphigus Ab inh: inhibitors of pemphigus antibody binding to DSG3, primary screen, biochemical, bead-based, flow cytometry, scFv-GFP. Desmoglein-3 (Homo sapiens), P32926. DSG3-coupled beads, scFv-anti-DSG3-GFP binding; hits give low values. binding (percent of control), % at 10 µM. hit rate 0.48% among 310,000. AID 588358, 2011;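 active = binding more than 3 SD below its plate's average and above zero; inconclusive = below that plate limit but binding exactly zero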;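 also: hits lower antibody fragment binding to DSG3; some compounds called inactive have numbers as strong as hits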
PKA-R1A act: activators of PKA-R1A holoenzyme, primary screen, biochemical, fluorescence polarization, Cy5-IP20, bovine R1A, mouse PKAc | cAMP-dependent protein kinase type I-alpha regulatory subunit (Bos taurus) + … | PKA-R1A dissociation; scaled: DMSO 0%, 113 µM cGMP 100% | activation, % at 11.4 µM | hit rate 0.083% among 340,000;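 active = percent activation above the mean of all tested compounds plus 3 SD, cut at about 19% in these data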;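 also: higher means more PKAc released from R1A so a rise in polarization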
Arrestin-AP2 inh: inhibitors of beta-arrestin/AP2 binding, primary screen, biochemical, GPCR trafficking, flow cytometry. beta-arrestin 1 C-terminal peptide binding to AP2 beta2-adaptin appendage (human). FITC-arrestin peptide / GST-AP2 beads; AP2 beta2 appendage carries R879A mutation. inhibition, % at 10 µM. hit rate 0.31% among 340,000. AID 504490, 2011;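 active = inhibition above a set limit, near 3 SD of compounds lacking own fluorescence, cut at about 54% in these data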;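 also: plate controls were DMSO wells for no effect and 5 µM unlabelled arrestin peptide for full effect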
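System: GST-AP2 R879A glutathione beads; medium: PBS, Tween 20 0.05%, BSA 0.1%; reagent: fluorescein-tagged arrestin peptide at 50 nM final; schedule: pre-incubation 12 min, peptide binding 1 h, room temperature; detection: flow cytometry, FL1 (488/535 nm); read-out: inhibition as reduced fluorescein signal on beads, percent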
SR-BI uptake up: activators of SR-BI mediated DiI-HDL uptake, primary screen, ldlA[mSR-BI] CHO cells, DiI fluorescence; 3 h; 100 = double the neutral-control signal; AID 504775, 2011; hit rate 0.096% among 320,000; activation, % at 12.5 µM;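 active = mean replicate activation of at least 60% and every replicate at or above 60%; inconclusive = mean or all-replicate condition met, but not both; inactive = mean below 60% and not all replicates reaching 60%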;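 also: 0% = median plate neutral-control signal and 100% = twice that signal; values of inactives mirror those of a sister screen read the other way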
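Test system: SR-BI-overexpressing, LDLR-lacking CHO cells. Measured by: DiI fluorescence, bottom read. Medium: Ham's F12 with 0.5% BSA, HEPES 25 mM, pH 7.4. Timing: 3 h uptake period with compound, 37 °C.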
CDK5 inh: inhibitors of human CDK5/p35 kinase, primary screen, biochemical, single concentration | Cyclin-dependent kinase 5 (Homo sapiens) + Cyclin-dependent kinase 5 activator 1 (Homo … | Recombinant CDK5/p35, ADP-Glo luminescence, 60 min | inhibition, % at 10 µM | hit rate 0.01% among 330,000 | AID 488839, 2010;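 active = highest replicate inhibition of at least 50% and at least 75% of replicates reaching 50%; inconclusive = only one of the two criteria met; inactive = both criteria failed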;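 also: plate controls were DMSO neutral control for no effect and GW8510 at 10 µM for full effect; many of its hits are not listed in these tables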
Target sequence (Q00535 whole entry, looked up): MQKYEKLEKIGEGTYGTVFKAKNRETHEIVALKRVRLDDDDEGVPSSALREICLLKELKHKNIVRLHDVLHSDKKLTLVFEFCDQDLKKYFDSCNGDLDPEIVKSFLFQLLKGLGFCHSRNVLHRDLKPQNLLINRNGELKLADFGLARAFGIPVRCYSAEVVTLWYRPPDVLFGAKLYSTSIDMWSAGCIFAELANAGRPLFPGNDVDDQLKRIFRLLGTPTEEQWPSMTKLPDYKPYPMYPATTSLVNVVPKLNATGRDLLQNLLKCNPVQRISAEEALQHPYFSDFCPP
Target sequence (Q15078 whole entry, looked up): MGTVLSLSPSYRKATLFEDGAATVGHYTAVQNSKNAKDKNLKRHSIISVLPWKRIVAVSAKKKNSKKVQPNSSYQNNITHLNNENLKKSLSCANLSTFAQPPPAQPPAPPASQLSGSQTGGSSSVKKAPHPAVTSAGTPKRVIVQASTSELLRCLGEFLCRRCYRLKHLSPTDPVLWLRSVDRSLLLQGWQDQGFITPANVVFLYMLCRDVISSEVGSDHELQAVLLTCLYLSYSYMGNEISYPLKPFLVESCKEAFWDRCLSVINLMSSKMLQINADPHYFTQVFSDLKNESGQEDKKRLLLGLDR
SR-BI HDL uptake: inhibitors of SR-BI mediated HDL lipid uptake, primary screen, ldlA[mSR-BI] cells, fluorescence, single point; ldlA[mSR-BI] CHO cells, DiI-HDL uptake fluorescence, 3 h; inhibition, % at 12.5 µM; hit rate 0.96% among 320,000; AID 488896, 2010;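 active = mean replicate inhibition of at least 70% and a set share of replicates each scoring 70 or more; inconclusive = meets just one of the two criteria; inactive = fails both criteria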;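 also: 0% = median of neutral control wells and 100% = median of positive control wells; values of inactives mirror those of a sister screen read the other way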
NSD2 inh: NSD2 histone methyltransferase inhibitors, primary screen, biochemical, AlphaScreen, single concentration, set 2 | NSD2 peptide methylation, 120 min | AID 743445, 2014 | hit rate 0.54% among 310,000 | Histone-lysine N-methyltransferase NSD2 (Homo sapiens), O96028 | inhibition, % at 12.5 µM; in the data active = inhibition above about 50%
Starred values were filed as active, the others as inactive; ? = inconclusive; nt = not tested or not shown. No enrichment for hits. Share with any hit: about 4.7%.

SMILES	dFosB activator	PKA-R2B activ	Mot1-301 SUMO	MITF TRPM1 HTS	Pemphigus Ab inh	PKA-R1A act	Arrestin-AP2 inh	SR-BI uptake up	CDK5 inh	SR-BI HDL uptake	NSD2 inh
COc1cc(/C=C/CNC[C@H]2O[C@@H](n3ccc(=O)[nH]c3=O)[C@H](O)[C@@H]2O)ccc1O	5	-4	nt	-3	102	-4	-1	12	-0.9	-12	nt
CCCN(C(=O)c1nc2nc(C)cc(C)n2n1)c1c(N)n(Cc2ccccc2)c(=O)[nH]c1=O	1	-7	-22	3	103	1	-2	17	-1.0	-17	1
C=CCNC(=O)CN(c1ccc(OC)cc1OC)S(C)(=O)=O	2	10	-17	13	98	-5	18	13	1.2	-13	13
COc1cc2cc(C(=O)N3CCN(Cc4ccc5c(c4)OCO5)CC3)c(=O)oc2cc1OC	-16	3	-6	nt	nt	7	1	-3	2.2	3	-7
CC(C)NC(=O)CSc1nc2ccccc2n1CC(=O)N1CCc2ccccc21	-4	4	-17	-10	98	12	4	-9	1.1	9	2
NNC(=O)COc1ccc(-c2nccc(-c3ccc(F)cc3)n2)cc1	-8	-6	-8	2	87	-6	15	-19	1.1	19	0
COCCn1c(N)c(C(=O)NS(=O)(=O)c2ccc(C)cc2)c(=O)[nH]c1=O	2	5	5	-8	111	-4	9	-7	1.1	7	-3
COc1ccc(S(=O)(=O)N(CC(=O)NC2CC3CCC2C3)c2ccccc2OC)cc1 (centres undefined)	-4	16	-3	-4	nt	-5	-7	nt	-0.4	nt	1
CC1CCN(c2oc(-c3ccccc3Cl)nc2C#N)CC1	4	-5	-22	94*	121	-8	4	-4	-4.0	4	6
COc1ccc(N=N/C(=C\O)C(=O)c2ccco2)cc1	2	-5	76	6	100	5	36	3	-0.2	-3	3
Cc1cc(C(F)(F)F)c2c(C)nn(-c3ccccc3)c2n1	1	-7	-1	-9	102	-3	-2	-9	-1.7	9	-2
O=C(CN1CCN(c2ccccc2F)CC1)c1ccc(O)c(O)c1	-8	-12	0	3	105	7	-7	4	1.1	-4	95*
COc1ccc(C(=O)N2CCCC(O)C2)cc1OC1CCN(C(C)C)CC1 (centres undefined)	-2	5	-5	4	103	-4	20	-9	0.9	9	4
CN(C)c1ccc(C(=O)OCC(=O)Nc2ccc(N3CCOCC3)cc2)cc1	-4	1	24	20	104	-1	-3	4	0.0	-4	1
O=C(c1ccco1)N(Cc1cccc(Br)c1)C1CCS(=O)(=O)C1 (centres undefined)	5	6	306	2	106	-1	-1	-9	-2.7	9	-2
CN(/N=C/C=C/c1ccccc1)C1=NS(=O)(=O)c2ccccc21	-7	-1	-12	2	86	-1	18	16	-0.7	-16	-1
O=C(C1CCCCC1)N1CCC(O)(c2ccc(Cl)cc2)CC1	8	8	48	0	110	-8	2	-13	-2.6	13	2
COc1ccc(CCNC(=O)COc2ccc(-c3ccccc3)cc2)cc1OC	0	0	-3	8	102	-9	nt	-34	-1.3	34	-5
CCC(CC)c1nn2c(N)c(/C=C3\C=Nc4ccccc43)c(=O)nc2s1	5	-4	8	nt	96	-3	3	6	0.5	-6	5
N/C(=N\OC(=O)Cc1ccc([N+](=O)[O-])cc1)c1ccc([N+](=O)[O-])cc1	2	-5	4	1	97	-4	29	-16	1.6	16	-2
Cn1nnnc1SCC(=O)N1CCOCC1	0	7	-3	nt	nt	14	0	19	-0.2	-19	-1
CCOc1cc(/C=C\[N+](=O)[O-])ccc1OCC(=O)Nc1ccccc1C	-3	-1	2	-91	98	-13	5	-49	0.6	49	-2
O=C(CN1CC(c2ccccc2)CC1=O)OCc1cccc(Br)c1 (centres undefined)	9	-2	7	nt	105	-3	18	34	0.1	-34	-3
CCOC(=O)c1ccc(NC(=O)CNC(=O)c2ccco2)cc1	-4	4	91	7	84	7	5	14	-1.4	-14	1
O=C(CN1C(=O)NC2(CCOc3ccccc32)C1=O)c1cccs1 (centres undefined)	-12	-9	-8	4	90	1	43	-1	-0.4	1	-1
Further structures follow.
SMILES	dFosB activator	PKA-R2B activ	Mot1-301 SUMO	MITF TRPM1 HTS	Pemphigus Ab inh	PKA-R1A act	Arrestin-AP2 inh	SR-BI uptake up	CDK5 inh	SR-BI HDL uptake	NSD2 inh
CNC(=O)c1cc(NC(=O)CCn2nc(-c3ccccc3)c3ccccc3c2=O)ccc1OC	-23	-1	17	-15	104	-6	17	5	-1.7	-5	0
NNC(=O)c1sccc1OCc1cccc(C(F)(F)F)c1	-2	-3	1	2	101	-5	20	-1	-4.7	1	-3
CCOc1ccc(C(C(=O)Nc2ccc(F)cc2)N(C(=O)Cn2nnc3ccccc32)C2CC2)cc1 (centres undefined)	-3	-7	-4	7	96	-5	-4	-26	0.3	26	nt
O=[n+]1cc(-c2cccc3ccccc23)n([O-])c2c1CCC2	10	7	-12	1	105	6	0	24	-0.8	-24	-1
Cn1nc(C(=O)NC2CCCc3ccccc32)ccc1=O (centres undefined)	1	13	0	-14	86	-5	-7	-6	-3.4	6	-1
Cc1ccc(S(=O)(=O)N2CCCN(Cc3nc4ccccc4c(=O)[nH]3)CC2)cc1	-12	2	nt	-10	101	3	16	-29	-0.8	29	3
CC1(c2cc([N+](=O)[O-])cc([N+](=O)[O-])c2)CC(C)(C)N(C(=O)c2ccccc2)c2ccccc21 (centres undefined)	-12	3	-2	nt	nt	1	21	-16	0.7	16	1
CC(=O)c1nn(-c2cccc(Br)c2)cc1C(=O)c1ccc(C)cc1	?	1	4	nt	92	-4	22	-3	0.0	3	-1
CC1=NN(C(=O)Cc2ccc(C)cc2)C(O)(c2cccnc2)C1 (centres undefined)	3	-13	16	nt	nt	-1	-3	7	0.8	-7	-1
CCCCC(=O)NS(=O)(=O)c1ccc(N=NN(CC)CC)cc1	-4	-2	15	7	101	-6	2	17	-1.8	-17	0
CCC(=O)Nc1ccc2c(c1)C(=O)N(C1CCCCC1)C2=O	1	-1	-7	11	101	-11	-4	-15	-1.3	15	0
CC(C)OC(=O)C1C(=O)CC(C)(O)C(C(=O)OC(C)C)C1c1ccccc1 (centres undefined)	-9	-10	4	-10	96	-3	8	28	-1.3	-28	-4
COc1ccc(OCCOC(=O)c2cc(S(=O)(=O)N3CCOCC3)c(Cl)cc2Cl)cc1	-8	0	17	-1	105	-8	0	-10	1.6	10	0
CCc1cc(=O)oc2cc(C)c(CN3CCCCC3)c(O)c12	-17	-6	-14	nt	nt	5	32	-10	0.6	10	nt
COc1ccc(-c2ccc([C@H]3[C@H]4C=CC[C@@H](C)[C@@H]4C(=O)N3Cc3ccccc3)c(F)c2)cc1C	0	-9	-3	-4	104	0	0	1	1.9	-1	nt
CCOc1ccc2nc(SCC(=O)NC3CCS(=O)(=O)C3)[nH]c2c1 (centres undefined)	-4	7	-6	-2	nt	-2	7	31	-1.1	-31	-1
CN(C(=O)c1cccc(NC(=O)Cc2cccc(NC(=O)C3CCN(C(=O)C4CC4)CC3)c2)c1)C1CCC1	-2	-8	nt	-3	92	2	9	-39	0.6	39	nt
CN(C)c1ccc(C2C3C(=O)N(c4ccc(C(=O)O)cc4)C(=O)C3ON2c2ccccc2)cc1 (centres undefined)	-4	-8	203	-1	98	-3	-3	36	0.3	-36	-1
O=c1c2c(n3cnnc3n1-c1ccccc1)-c1ccccc1CC21CCCC1	7	-1	-14	7	106	-7	27	24	5.2	-24	102*
c1ccc(NCn2cncn2)nc1	3	-4	118	-4	104	-10	12	3	0.2	-3	1
c1ccc2c(c1)CCCN2Cc1nnc2n1CCCCC2	-12	2	-4	-14	111	-6	4	nt	1.8	nt	0
O=C(Nc1ccc(Nc2ccccc2)cc1)C(Cl)Cl	6	-2	56	4	99	-5	-22	-33	1.8	33	1
COc1ccc(C(=O)c2ccc(OC)cc2O)c(O)c1	-12	6	197	75	78	4	-10	-23	-0.5	23	-1
CCC(C)Sc1cccc(-c2nc3ccc(C)cn3c2NCc2ccccc2)c1 (centres undefined)	4	-5	-22	8	106	-10	28	-47	1.9	47	-1
CCC(=O)Nc1nc2ccc(S(C)(=O)=O)cc2s1	1	2	1	20	108	-7	0	43	1.2	-43	1
Additional records.
SMILES	dFosB activator	PKA-R2B activ	Mot1-301 SUMO	MITF TRPM1 HTS	Pemphigus Ab inh	PKA-R1A act	Arrestin-AP2 inh	SR-BI uptake up	CDK5 inh	SR-BI HDL uptake	NSD2 inh
Cn1c(Sc2ccc(C(F)(F)F)cc2[N+](=O)[O-])nnc1-c1ccccc1	-6	-1	-9	-5	102	4	1	-11	0.1	11	9
O=C1NN(c2ccccc2)C(=O)/C1=C/c1ccc(-c2ccc(C(=O)O)cc2)o1	-5	7	13	nt	97	-6	1	29	-3.0	-29	43
COc1ccc(CN(C)C(=O)c2ccccc2Sc2ccccc2C#N)c(OC)c1	-14	-2	-29	11	109	-8	-5	-34	0.9	34	-1
Nc1ccnc(Oc2ccc(F)cc2)c1	2	3	135	5	104	9	-3	16	1.6	-16	-1
N#Cc1ccccc1NC1=CC(=O)CCC1	0	10	-13	-12	97	1	14	1	-1.0	-1	3
COc1ccc(N2C(=O)C3C4C=CC(c5ccccc5)(C3C2=O)C2C(=O)N(c3ccc(OC)cc3)C(=O)C42)cc1 (centres undefined)	-4	-4	211	-5	101	7	31	-51	1.7	51	3
